Mtb BioA inh – M. tuberculosis BioA enzyme inhibitors, primary screen, biochemical, plate reader, single point, HTS. 7,8-diaminopelargonic acid synthase BioA (Mycobacterium tuberculosis). purified M. tuberculosis BioA enzyme. inhibition, % at 9.99 µM. 0.096% of 360,000 active. AID 602481, 2012; in the data active = inhibition above about 40%
Active calls of the source: *.

canonical_smiles	Mtb BioA inh
COCC(=O)Nc1ccc2c(c1)C(=O)N(C)[C@H]1CC[C@H](CC(=O)Nc3cn(C)nc3C)O[C@H]1CO2	-2.6
CC(=O)NC[C@@H]1[C@@H](c2ccc(C3=CCCC3)cc2)[C@@H](CO)N1C(=O)NC(C)C	0.4
O=C(O)[C@@H]1[C@@H](CO)[C@@H]2Cn3c(ccc(-c4ccccc4F)c3=O)[C@H]1N2C(=O)c1cccnc1	-1.4
C[C@H](CO)N1C[C@H](C)[C@H](CN(C)Cc2ccc3c(c2)OCO3)OCCCC[C@H](C)Oc2ccc(NS(=O)(=O)c3cn(C)cn3)cc2C1=O	2.4
C[C@@H](O)C#Cc1ccc([C@@H]2[C@@H](CO)N3CCCCN(CC4CC4)C[C@H]23)cc1	-1.2
CO[C@@H]1CN(C)C(=O)c2ccc(NC(=O)NC3CCCCC3)cc2OC[C@@H](C)N(CC2CC2)C[C@H]1C	-2.7
CCCc1cn(CC[C@@H]2CC[C@H](NC(=O)C3CC3)[C@H](CO)O2)nn1	0.6
CCCNC(=O)C[C@H]1C[C@@H]2c3cc(NC(=O)C4CCOCC4)ccc3O[C@@H]2[C@@H](CO)O1	0.3
CNC[C@H]1Oc2ccc(NS(=O)(=O)c3ccccc3)cc2C(=O)N([C@H](C)CO)C[C@H]1C	-1.5
C[C@H](O)C#Cc1ccc([C@H]2[C@@H](CO)N3CCCCN(S(=O)(=O)Cc4ccccc4)C[C@H]23)cc1	-1.3
CC(C)NC(=O)N(C)C[C@@H]1Oc2ccc(NC(=O)Nc3ccc(C(F)(F)F)cc3)cc2C(=O)N([C@@H](C)CO)C[C@@H]1C	1.9
COc1ccccc1C(=O)N1C[C@@H]2[C@H](c3ccccc31)[C@H](CO)N2C(=O)Nc1ccccc1	-3.5
C[C@H]1CN([C@@H](C)CO)C(=O)c2cc(NC(=O)Nc3ccc(F)cc3)ccc2O[C@H]1CN(C)C(=O)Nc1ccc(C(F)(F)F)cc1	-1.6
CNC(=O)C[C@H]1CC[C@@H]2[C@H](COc3ccc(NC(=O)Nc4ccccc4F)cc3C(=O)N2C)O1	3.3
COCC#Cc1cnc2c(c1)C(=O)N([C@H](C)CO)C[C@@H](C)[C@@H](CN(C)C(=O)C1CC1)O2	0.4
Cc1ccc(S(=O)(=O)Nc2ccc3c(c2)C(=O)N([C@H](C)CO)C[C@H](C)[C@@H](CN(C)Cc2ccccc2)OCCCC[C@H](C)O3)cc1	-0.6
COc1ccc(CNC(=O)C[C@@H]2C=C[C@H](NC(=O)CN(C)C)[C@@H](CO)O2)cc1	-0.7
O=S(=O)(c1ccc(F)cc1)N1CCCCN2[C@H](CO)[C@H](c3ccc(C#CC4CCCC4)cc3)[C@@H]2C1	-0.2
C/C=C/c1ccc2c(c1)O[C@@H](CN(C)C(=O)c1ccccc1F)[C@@H](C)CN([C@H](C)CO)S2(=O)=O	4.5
C[C@H](CO)N1C[C@H](C)[C@@H](CN(C)C(=O)c2ccc(F)cc2)Oc2cc(-c3cccc(C#N)c3)ccc2S1(=O)=O	0.1
CCCNC(=O)Nc1ccc2c(c1)C(=O)N(C)C[C@H](OC)[C@H](C)CN(C)[C@@H](C)CO2	-2.1
C[C@H]1CN([C@@H](C)CO)S(=O)(=O)c2ccc(C3=CCCC3)cc2O[C@H]1CN(C)C(=O)CN(C)C	3.2
OC[C@@H]1[C@@H](c2ccc(-c3ccccc3F)cc2)[C@H]2CN(Cc3cncnc3)CCCCN12	-5.9
COc1ccc(S(=O)(=O)Nc2ccc3c(c2)C(=O)N([C@@H](C)CO)C[C@H](C)[C@H](CN(C)C(=O)Nc2c(C)noc2C)OCCCC[C@H](C)O3)cc1	0.2
CCCNC(=O)C[C@@H]1CC[C@H]2[C@@H](COc3ccc(NC(=O)C4CCOCC4)cc3C(=O)N2C)O1	16
COc1ccccc1-c1ccc2c(c1)O[C@H](CN(C)CC1CCOCC1)[C@@H](C)CN([C@@H](C)CO)S2(=O)=O	1.6
CC(C)CC#Cc1ccc2c(c1)O[C@@H](CN(C)C(=O)C1CCOCC1)[C@H](C)CN([C@H](C)CO)S2(=O)=O	-2.9
C[C@@H]1CN([C@@H](C)CO)C(=O)c2cc(C#CCc3ccccc3)cnc2O[C@@H]1CN(C)C(=O)C1CCCCC1	2.7
Cc1noc(C)c1NC(=O)Nc1cccc2c1O[C@H](CN(C)Cc1ccc(C(=O)O)cc1)[C@H](C)CN([C@@H](C)CO)C2=O	-1.1
C[C@H](CO)N1C[C@H](C)[C@H](CN(C)S(=O)(=O)c2ccc(C#N)cc2)Oc2ncc(Br)cc2C1=O	-0.4
C[C@@H]1CN([C@@H](C)CO)C(=O)c2cccc(NC(=O)c3ccncc3)c2O[C@H]1CN(C)C	5.1
CC=Cc1ccc2n(c1=O)C[C@H]1[C@H](CO)[C@@H](C(=O)N(C)C)N(CC3CC3)[C@@H]21 (mixture of isomers)	-1.3
CO[C@@H](CN(C)S(=O)(=O)c1ccc(C)cc1)[C@@H](C)CN(C(=O)Nc1ccccc1F)[C@@H](C)CO	-1.3
C[C@@H]1CN([C@@H](C)CO)S(=O)(=O)c2ccc(C#C[C@@H](C)O)cc2O[C@@H]1CN(C)C(=O)C1CCC1	-1.1
Cc1noc(C)c1S(=O)(=O)N(C)C[C@H]1OCCCC[C@@H](C)Oc2ccc(NC(=O)Nc3ccc(F)cc3)cc2C(=O)N([C@H](C)CO)C[C@@H]1C	-0.1
COc1cccc(CNC(=O)C[C@H]2CC[C@H](NC(=O)C3CCOCC3)[C@H](CO)O2)c1	-1.6
C[C@@H]1CN([C@@H](C)CO)C(=O)c2cc(NS(=O)(=O)c3cccs3)ccc2O[C@@H]1CN(C)CC1CCCCC1	2.0
COc1ccc(C#Cc2ccc3c(c2)[C@H]2[C@H](CCN2C(=O)c2ccccc2F)[C@H](CO)N3C)cc1	3.4
C[C@@H]1CN([C@H](C)CO)C(=O)c2cc(C#CC3(O)CCCC3)cnc2O[C@@H]1CN(C)C(=O)C1CCOCC1	-0.4
C[C@H]1CN([C@@H](C)CO)C(=O)c2cc(-c3ccc(F)cc3)cnc2O[C@H]1CN(C)C(=O)c1ccccc1F	-0.7
C[C@H]1CN([C@@H](C)CO)C(=O)Cc2cc(NC(=O)Nc3ccccc3)ccc2O[C@H]1CN(C)C(=O)Nc1cccc2ccccc12	5.0
C[C@H]1CN([C@@H](C)CO)C(=O)c2cc(C#Cc3ccncc3)cnc2O[C@@H]1CN(C)CC1CCOCC1	-0.3
C[C@@H]1CN([C@@H](C)CO)C(=O)c2cc(NC(=O)Nc3ccc4c(c3)OCO4)ccc2O[C@@H](C)CCCCO[C@@H]1CN(C)S(=O)(=O)c1cn(C)cn1	1.5
O=C(Cc1ccccn1)N1CCCCN2[C@H](CO)[C@H](c3ccc(-c4ccccc4F)cc3)[C@@H]2C1	-5.0
COc1ccc(NC(=O)N(C)C[C@H]2Oc3ccc(NS(=O)(=O)c4cn(C)cn4)cc3CC(=O)N([C@H](C)CO)C[C@@H]2C)cc1	1.7
O=C(C[C@H]1CC[C@H]2[C@@H](COC[C@@H](O)CN2C(=O)c2ccc(F)cc2)O1)NCc1cccc(F)c1	-1.4
CNC[C@H]1Oc2cc(C#Cc3cccc(F)c3)ccc2S(=O)(=O)N([C@@H](C)CO)C[C@@H]1C	3.1
CN1C(=O)c2cc(NC(=O)C3CC3)ccc2OC[C@H]2O[C@@H](CC(=O)NCC3CCCCC3)CC[C@H]21	-2.8
N#C[C@H]1[C@@H](c2ccc(C3=CCCCC3)cc2)[C@H](CO)N1S(=O)(=O)c1cccc(F)c1	-2.5
O=C(C[C@H]1CC[C@@H]2NC[C@@H](O)COC[C@H]2O1)N1CCc2ccccc2C1	-1.7

More compounds:
canonical_smiles	Mtb BioA inh
COc1cccc(S(=O)(=O)Nc2ccc3c(c2)OC[C@H](C)NC[C@@H](C)[C@@H](OC)CN(C)C3=O)c1	-0.2
CCCNC(=O)C[C@H]1CC[C@@H]2[C@H](COC[C@H](O)CN2C(=O)Nc2ccc(Cl)c(Cl)c2)O1	-0.2
COCCNC(=O)C[C@H]1CC[C@@H]2[C@@H](COc3ccc(NC(=O)C4CCCC4)cc3C(=O)N2C)O1	-1.9
CCCC#Cc1cnc2c(c1)C(=O)N([C@@H](C)CO)C[C@H](C)[C@@H](CN(C)S(C)(=O)=O)O2	-2.5
COCC(=O)Nc1ccc2c(c1)[C@H]1C[C@H](CC(=O)NCCc3ccccc3)O[C@@H](CO)[C@H]1O2	-0.9
C[C@H](CO)N1C[C@H](C)[C@H](CN(C)C(=O)CCCN(C)C)OCCCC[C@H](C)Oc2ccc(NC(=O)Nc3ccc(C(F)(F)F)cc3)cc2C1=O	2.8
CCCNC(=O)C[C@@H]1CC[C@@H]2[C@H](COc3ccc(NC(=O)Nc4ccccc4)cc3C(=O)N2C)O1	12
COCC(=O)N[C@H]1C=C[C@H](CC(=O)N2CCCCC2)O[C@H]1CO	-0.9
CNC[C@H]1Oc2cc(C#CCOC)ccc2S(=O)(=O)N([C@H](C)CO)C[C@@H]1C	4.1
C[C@@H]1CN([C@@H](C)CO)S(=O)(=O)c2ccc(-c3cncnc3)cc2O[C@H]1CN(C)C(=O)c1cccc(F)c1	9.7
CCC(=O)Nc1ccc2c(c1)OC[C@H](C)N(C(=O)CN(C)C)C[C@@H](C)[C@H](OC)CN(C)C2=O	1.9
CO[C@H]1CN(C)C(=O)c2cc(NS(C)(=O)=O)ccc2OC[C@H](C)N(C(=O)C2CCC2)C[C@@H]1C	-1.0
C/C=C/c1ccc2c(c1)O[C@@H](CN(C)Cc1cncnc1)[C@@H](C)CN([C@H](C)CO)S2(=O)=O	-2.6
O=C(Cc1ccncc1)N1CCCCN2[C@@H](CO)[C@@H](c3ccc(C#CC4(O)CCCC4)cc3)[C@@H]2C1	-1.6
CCCNC(=O)C[C@H]1CC[C@@H]2[C@@H](COc3ccc(NC(=O)Nc4c(C)noc4C)cc3C(=O)N2C)O1	7.3
CCC(=O)Nc1ccc2c(c1)C(=O)N(C)C[C@@H](OC)[C@@H](C)CN(Cc1ccccc1F)[C@@H](C)CO2	3.7
CC(C)C#Cc1cnc2c(c1)C(=O)N([C@H](C)CO)C[C@@H](C)[C@@H](CN(C)C(=O)Cc1ccncc1)O2	4.1
CC(C)C#Cc1cnc2c(c1)C(=O)N([C@@H](C)CO)C[C@H](C)[C@H](CN(C)C(=O)c1ccc3c(c1)OCO3)O2	1.8
COc1ccc(S(=O)(=O)N(C)C[C@@H]2Oc3ccc(N(C)C)cc3C(=O)N([C@H](C)CO)C[C@@H]2C)cc1	-2.5
CN1CCN(C(=O)C[C@H]2CC[C@@H]3[C@H](COC[C@H](O)CN3C(=O)C3CCOCC3)O2)CC1	-1.2
O=C(C[C@@H]1C=C[C@@H](NC(=O)c2ccc3c(c2)OCO3)[C@@H](CO)O1)NCc1ccc(Cl)cc1	-1.0
C[C@@H]1CCCCO[C@@H](CN(C)S(=O)(=O)c2ccc(F)cc2)[C@@H](C)CN([C@H](C)CO)C(=O)c2cc(NS(=O)(=O)c3cccs3)ccc2O1	0.9
COc1cccc(S(=O)(=O)Nc2ccc3c(c2)C(=O)N(C)C[C@H](OC)[C@H](C)CN(C(=O)Cc2cccnc2)[C@@H](C)CO3)c1	2.9
O=C(C1CCC1)N1CCCCN2[C@@H](CO)[C@H](c3ccc(-c4cccc(F)c4)cc3)[C@@H]2C1	1.8
C[C@@H]1CN([C@H](C)CO)C(=O)Cc2cc(NS(=O)(=O)c3cccs3)ccc2O[C@@H]1CN(C)S(=O)(=O)c1ccc(Cl)cc1	1.4

Exported field by field: part of the list above.
> O=C(C[C@@H]1C=C[C@@H](NC(=O)c2ccc3c(c2)OCO3)[C@@H](CO)O1)NCc1ccc(Cl)cc1
  Mtb BioA inh: -1.0

> C[C@@H]1CCCCO[C@@H](CN(C)S(=O)(=O)c2ccc(F)cc2)[C@@H](C)CN([C@H](C)CO)C(=O)c2cc(NS(=O)(=O)c3cccs3)ccc2O1
  Mtb BioA inh: 0.9

> COc1cccc(S(=O)(=O)Nc2ccc3c(c2)C(=O)N(C)C[C@H](OC)[C@H](C)CN(C(=O)Cc2cccnc2)[C@@H](C)CO3)c1
  Mtb BioA inh: 2.9

> O=C(C1CCC1)N1CCCCN2[C@@H](CO)[C@H](c3ccc(-c4cccc(F)c4)cc3)[C@@H]2C1
  Mtb BioA inh: 1.8

Grouped by structure, those above with a COOH group (2)
canonical_smiles	Mtb BioA inh
O=C(O)[C@@H]1[C@@H](CO)[C@@H]2Cn3c(ccc(-c4ccccc4F)c3=O)[C@H]1N2C(=O)c1cccnc1	-1.4
Cc1noc(C)c1NC(=O)Nc1cccc2c1O[C@H](CN(C)Cc1ccc(C(=O)O)cc1)[C@H](C)CN([C@@H](C)CO)C2=O	-1.1

New compounds follow.
canonical_smiles	Mtb BioA inh
C[C@@H]1CN([C@@H](C)CO)C(=O)c2cc(C#Cc3ccc(F)cc3)cnc2O[C@H]1CN(C)C(=O)Nc1ccc(F)cc1	1.4
CC(=O)N1[C@H](CO)[C@@H](c2ccc(-c3cccc(F)c3)cc2)[C@H]1CNC(=O)C1CC1	9.5
C[C@@H]1CN([C@@H](C)CO)C(=O)Cc2cc(NS(C)(=O)=O)ccc2O[C@H]1CN(C)Cc1ccc(C(F)(F)F)cc1	1.0
C[C@@H]1CN([C@H](C)CO)C(=O)Cc2cc(NC(=O)CCC(F)(F)F)ccc2O[C@@H]1CN(C)C(=O)Nc1cccc2ccccc12	0.6
C[C@@H]1CN([C@H](C)CO)S(=O)(=O)c2ccc(C3=CCCCC3)cc2O[C@H]1CN(C)C(=O)C1CC1	2.1
COc1ccc(NC(=O)Nc2ccc3c(c2)C(=O)N([C@H](C)CO)C[C@@H](C)[C@H](CN(C)C(=O)Nc2ccc(F)cc2)O3)cc1	3.8

Screens: PubChem BioAssay, Broad Institute

Not all compounds are listed. The share of hits here may be higher or lower than overall.
